# NSD2 inh: inhibitors of human NSD2, primary screen, biochemical, plate reader, single point; Histone-lysine N-methyltransferase NSD2 (Homo sapiens), O96028; NSD2-SET H3K36me1 DELFIA fluorescence; inhibition, % at 12.5 µM; 44,000 tested, 0.07% active; in the data active = inhibition above about 54%, passing the limit was not always enough; inconclusive = no clear call, values can overlap the other calls;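 also: inhibitors reduce the monomethyl H3K36 fluorescence signal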
# Target sequence (O96028 whole entry, looked up): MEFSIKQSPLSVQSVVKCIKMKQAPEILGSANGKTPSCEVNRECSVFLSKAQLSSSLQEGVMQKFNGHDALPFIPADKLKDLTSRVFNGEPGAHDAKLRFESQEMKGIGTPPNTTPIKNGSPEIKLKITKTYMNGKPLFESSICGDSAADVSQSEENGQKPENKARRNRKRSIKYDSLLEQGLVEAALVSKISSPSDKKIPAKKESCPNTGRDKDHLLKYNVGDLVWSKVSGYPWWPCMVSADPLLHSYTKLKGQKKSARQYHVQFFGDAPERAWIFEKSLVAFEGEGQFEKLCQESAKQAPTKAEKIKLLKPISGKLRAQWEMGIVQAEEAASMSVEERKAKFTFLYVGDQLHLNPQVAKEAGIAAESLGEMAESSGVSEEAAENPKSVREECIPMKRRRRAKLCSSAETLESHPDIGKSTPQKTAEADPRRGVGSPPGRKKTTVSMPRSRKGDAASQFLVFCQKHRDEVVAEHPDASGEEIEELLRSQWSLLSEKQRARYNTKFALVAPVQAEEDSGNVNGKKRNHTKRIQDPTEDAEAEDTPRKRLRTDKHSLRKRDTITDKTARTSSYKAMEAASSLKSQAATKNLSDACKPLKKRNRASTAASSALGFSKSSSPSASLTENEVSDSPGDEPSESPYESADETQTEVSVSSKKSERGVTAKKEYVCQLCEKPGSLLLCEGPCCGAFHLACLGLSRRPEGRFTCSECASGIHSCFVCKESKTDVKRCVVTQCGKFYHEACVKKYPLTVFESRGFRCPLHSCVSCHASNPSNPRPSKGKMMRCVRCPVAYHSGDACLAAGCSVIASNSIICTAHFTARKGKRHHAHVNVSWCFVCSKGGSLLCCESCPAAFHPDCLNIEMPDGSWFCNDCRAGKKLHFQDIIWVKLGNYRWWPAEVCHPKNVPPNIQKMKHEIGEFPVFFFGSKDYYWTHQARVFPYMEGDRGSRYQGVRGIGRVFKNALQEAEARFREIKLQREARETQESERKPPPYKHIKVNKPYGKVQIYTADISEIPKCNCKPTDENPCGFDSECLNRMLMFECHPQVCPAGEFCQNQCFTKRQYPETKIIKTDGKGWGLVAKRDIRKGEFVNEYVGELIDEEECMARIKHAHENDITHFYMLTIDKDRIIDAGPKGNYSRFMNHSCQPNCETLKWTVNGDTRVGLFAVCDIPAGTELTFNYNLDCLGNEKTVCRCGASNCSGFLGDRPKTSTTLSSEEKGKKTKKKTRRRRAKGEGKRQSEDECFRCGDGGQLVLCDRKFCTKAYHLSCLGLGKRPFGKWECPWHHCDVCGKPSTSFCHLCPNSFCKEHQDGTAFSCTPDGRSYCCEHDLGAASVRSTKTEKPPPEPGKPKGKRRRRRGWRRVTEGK
# * hit, by the source's call; i = inactive; ? = inconclusive. This is a subset. The share of hits here may be higher or lower than overall.
no. | structure | NSD2 inh
1 | C[C@@H]1CN([C@H](C)CO)C(=O)c2cc(C#Cc3ccccc3F)cnc2O[C@H]1CN(C)C(=O)c1ccc2c(c1)OCO2 | 6
2 | COc1ccc(NC(=O)N(C)C[C@H]2Oc3ccc(NS(=O)(=O)c4cccs4)cc3CC(=O)N([C@H](C)CO)C[C@@H]2C)cc1 | -2
3 | CNC[C@H]1Oc2ccc(NC(=O)NC(C)C)cc2C(=O)N([C@@H](C)CO)C[C@@H]1C | 5
4 | CO[C@H](CN(C)Cc1ccc(-c2ccccn2)cc1)[C@H](C)CN(C(=O)Nc1ccc(F)cc1)[C@@H](C)CO | 0
5 | C[C@@H]1CN([C@H](C)CO)C(=O)Cc2cc(N(C)C)ccc2O[C@H]1CN(C)Cc1ccc(-c2ccccc2)cc1 | 0
6 | C/C=C/c1cnc2c(c1)C(=O)N([C@H](C)CO)C[C@H](C)[C@H](CN(C)C(=O)c1cccc(F)c1)O2 | 6
7 | O=C(Nc1ccc2c(c1)[C@@H]1C[C@H](CC(=O)N3CCOCC3)O[C@H](CO)[C@@H]1O2)c1ccc2c(c1)OCO2 | -1
8 | CCOc1nc2cccc(C(=O)OC(C)OC(=O)OC3CCCCC3)c2n1Cc1ccc(-c2ccccc2-c2nn[nH]n2)cc1 (stereo not drawn) | -2
9 | Cc1noc(C)c1NC(=O)Nc1cccc2c1O[C@@H](CN(C)C(=O)Nc1ccc(F)cc1)[C@H](C)CN([C@H](C)CO)C2=O | -4
10 | Cc1[nH]cnc1/C=N/NC(=O)c1ccccn1 | 2
11 | Cc1ccc(S(=O)(=O)N(C)C[C@@H]2Oc3ccc(NS(=O)(=O)c4ccc(F)cc4)cc3C(=O)N([C@@H](C)CO)C[C@@H]2C)cc1 | -3
12 | C/C=C/c1ccc2c(c1)O[C@@H](CN(C)C(=O)NCCC)[C@@H](C)CN([C@H](C)CO)S2(=O)=O | 1

# Reformatted with values ahead of the structure: 6 of the compounds above
entry	NSD2 inh	Structure
2	-2	COc1ccc(NC(=O)N(C)C[C@H]2Oc3ccc(NS(=O)(=O)c4cccs4)cc3CC(=O)N([C@H](C)CO)C[C@@H]2C)cc1
3	5	CNC[C@H]1Oc2ccc(NC(=O)NC(C)C)cc2C(=O)N([C@@H](C)CO)C[C@@H]1C
4	0	CO[C@H](CN(C)Cc1ccc(-c2ccccn2)cc1)[C@H](C)CN(C(=O)Nc1ccc(F)cc1)[C@@H](C)CO
5	0	C[C@@H]1CN([C@H](C)CO)C(=O)Cc2cc(N(C)C)ccc2O[C@H]1CN(C)Cc1ccc(-c2ccccc2)cc1
6	6	C/C=C/c1cnc2c(c1)C(=O)N([C@H](C)CO)C[C@H](C)[C@H](CN(C)C(=O)c1cccc(F)c1)O2
7	-1	O=C(Nc1ccc2c(c1)[C@@H]1C[C@H](CC(=O)N3CCOCC3)O[C@H](CO)[C@@H]1O2)c1ccc2c(c1)OCO2

# Remaining list, next part
no. | structure | NSD2 inh
13 | O=C(C[C@@H]1C=C[C@@H](NC(=O)Nc2ccccc2F)[C@H](CO)O1)NCc1ccc(F)cc1 | -2
14 | C[C@@H]1CN([C@H](C)CO)C(=O)c2cccc(NS(=O)(=O)c3ccccc3)c2O[C@H]1CN(C)Cc1ccc(C(F)(F)F)cc1 | -3
15 | C/C=C/c1cnc2c(c1)C(=O)N([C@H](C)CO)C[C@@H](C)[C@H](CN(C)C(=O)CN1CCOCC1)O2 | ?
16 | C[C@@H]1CN([C@H](C)CO)S(=O)(=O)c2ccc(-c3ccc(C(=O)N(C)C)cc3)cc2O[C@@H]1CN(C)C | 1
17 | C[C@@H]1CN([C@@H](C)CO)S(=O)(=O)c2ccc(C#Cc3ccccc3)cc2O[C@@H]1CN(C)C(=O)Nc1ccccc1 | 0
18 | C[C@H](CO)N1C[C@H](C)[C@H](CN(C)C(=O)c2cccc(F)c2)Oc2ncc(/C=C/c3ccccc3)cc2C1=O | 0
19 | CC(C)NC(=O)N(C)C[C@H]1Oc2cc(C#CC(C)(C)O)ccc2S(=O)(=O)N([C@@H](C)CO)C[C@@H]1C | -2
20 | C[C@@H]1CN([C@H](C)CO)C(=O)c2cc(-c3ccccc3)cnc2O[C@@H]1CN(C)C(=O)Nc1ccccc1 | 2
21 | C[C@@H]1CN([C@H](C)CO)C(=O)Cc2cc(NS(=O)(=O)c3ccc(Cl)cc3)ccc2O[C@@H]1CN(C)Cc1ccc(C(=O)Nc2ccccc2N)cc1 | 9
22 | C[C@@H]1CN([C@H](C)CO)C(=O)c2cc(C#Cc3ccccc3F)cnc2O[C@@H]1CN(C)C(=O)C1CCC1 | -1
23 | C[C@H](CO)N1C[C@H](C)[C@H](CN(C)Cc2ccccc2)Oc2ncc(C#Cc3ccc(F)cc3)cc2C1=O | -3
24 | C[C@H](CO)N1C[C@H](C)[C@H](CN(C)C(=O)c2ccc3c(c2)OCO3)Oc2cc(-c3cccnc3)ccc2S1(=O)=O | -7
25 | C[C@H]1CN([C@@H](C)CO)C(=O)c2cc(C#Cc3cccnc3)cnc2O[C@H]1CN(C)Cc1ccc(F)cc1 | -4
26 | C[C@@H]1CN([C@@H](C)CO)C(=O)c2cc(-c3cccc(F)c3)cnc2O[C@H]1CN(C)Cc1ccccn1 | 4
27 | CN1CCN(C(=O)C2=C[C@H](c3ccc4c(c3)OCO4)C[C@H](OCCCCO)O2)CC1 | 0
28 | C[C@@H]1CN([C@@H](C)CO)C(=O)c2ccccc2-c2ccccc2CO[C@@H]1CN(C)S(=O)(=O)c1ccccc1F | 4
29 | C[C@H]1CN([C@@H](C)CO)C(=O)c2cccc(NS(=O)(=O)c3ccccc3)c2O[C@H]1CN(C)C(=O)Nc1ccc(F)cc1 | -2
30 | CCCNC(=O)C[C@@H]1C[C@@H]2c3cc(NC(=O)CN(C)C)ccc3O[C@@H]2[C@@H](CO)O1 | 3
31 | Cc1noc(C)c1S(=O)(=O)Nc1ccc2c(c1)CC(=O)N([C@H](C)CO)C[C@H](C)[C@@H](CN(C)CC1CC1)O2 | 2
32 | C[C@@H]1CN([C@@H](C)CO)C(=O)CCCn2cc(nn2)CO[C@H]1CN(C)C(=O)c1ccc2ccn(C)c2c1 | -3
33 | CN(C)C(=O)C[C@@H]1C[C@H]2c3cc(NS(=O)(=O)c4ccc(F)cc4)ccc3O[C@H]2[C@H](CO)O1 | 2
34 | C[C@H](CO)N1C[C@H](C)[C@H](CN(C)C)Oc2ccc(NS(=O)(=O)c3ccc(Cl)cc3)cc2C1=O | -3
35 | COc1ccc(NC(=O)Nc2ccc3c(c2)CC(=O)N([C@@H](C)CO)C[C@@H](C)[C@@H](CN(C)S(=O)(=O)c2cccs2)O3)cc1 | -5
36 | C[C@H]1CN([C@@H](C)CO)C(=O)Cc2cc(NC(=O)Cc3ccccc3)ccc2O[C@@H]1CN(C)C(=O)Nc1ccc(F)cc1 | 9
37 | C[C@@H]1CCCCO[C@@H](CN(C)S(=O)(=O)c2ccc(F)cc2)[C@H](C)CN([C@@H](C)CO)C(=O)c2cc(NC(=O)Cc3ccccc3)ccc2O1 | -7
38 | C[C@@H]1CN([C@@H](C)CO)C(=O)c2cc(C#Cc3cccc(F)c3)cnc2O[C@H]1CN(C)C(=O)C1CC1 | -3
39 | C[C@H](CO)N1C[C@H](C)[C@@H](CN(C)Cc2ccc(C(=O)O)cc2)Oc2ccc(NC(=O)Cc3ccccc3)cc2CC1=O | 3
40 | C[C@@H]1CN([C@H](C)CO)C(=O)Cc2cc(NS(=O)(=O)c3cccs3)ccc2O[C@H]1CN(C)S(=O)(=O)c1ccc(Cl)cc1 | -1
41 | Cc1ccc(S(=O)(=O)Nc2ccc3c(c2)CC(=O)N([C@@H](C)CO)C[C@@H](C)[C@@H](CN(C)S(=O)(=O)c2ccc(C)cc2)O3)cc1 | -4
42 | C[C@@H]1CN([C@@H](C)CO)C(=O)c2cc(NS(=O)(=O)c3ccc(F)cc3)ccc2O[C@@H]1CN(C)S(C)(=O)=O | 3
43 | C[C@H]1CN([C@@H](C)CO)S(=O)(=O)c2ccc(C3=CCCC3)cc2O[C@@H]1CN(C)S(C)(=O)=O | 1
44 | C[C@H](CO)N1C[C@H](C)[C@H](CN(C)Cc2ccc(C(F)(F)F)cc2)Oc2ccc(NC(=O)Cn3cnnn3)cc2C1=O | -9
45 | CCCNC(=O)C[C@@H]1C[C@H]2c3cc(NC(=O)COC)ccc3O[C@H]2[C@H](CO)O1 | -16
46 | CC(C)NC(=O)Nc1cccc2c1O[C@H](CN(C)S(C)(=O)=O)[C@H](C)CN([C@H](C)CO)C2=O | 26
47 | C[C@H](CO)N1C[C@H](C)[C@H](CN(C)Cc2ccc(C(=O)Nc3ccccc3N)cc2)Oc2ccc(NC(=O)Cc3cn(C)c4ccccc34)cc2CC1=O | -2
48 | COc1ccc(NC(=O)Nc2ccc3c(c2)[C@@H]2C[C@H](CC(=O)NCc4ccccn4)O[C@@H](CO)[C@@H]2O3)cc1 | -2
49 | C[C@H](CO)N1C[C@H](C)[C@H](CN(C)C(=O)Cc2ccccn2)Oc2ncc(C#CC3CCCCC3)cc2C1=O | 2
50 | C[C@H](CCC(=O)NCC(=O)O)[C@H]1CC[C@H]2[C@@H]3[C@H](O)C[C@@H]4C[C@H](O)CC[C@]4(C)[C@H]3C[C@H](O)[C@]12C | 1
51 | COc1ccc(S(=O)(=O)Nc2ccc3c(c2)CC(=O)N([C@@H](C)CO)C[C@H](C)[C@H](CN(C)C(=O)Nc2cccc4ccccc24)O3)cc1 | -3
52 | C[C@H]1CN([C@@H](C)CO)C(=O)Cc2cc(NC(=O)NC3CCCCC3)ccc2O[C@@H]1CN(C)Cc1ccncc1 | 4
53 | CC(C)NC(=O)Nc1ccc2c(c1)C(=O)N([C@@H](C)CO)C[C@H](C)[C@@H](CN(C)S(=O)(=O)c1cn(C)cn1)OCCCC[C@@H](C)O2 | -2
54 | Cc1ccc(S(=O)(=O)N(C)C[C@@H]2Oc3ncc(C#Cc4ccc(C(F)(F)F)cc4)cc3C(=O)N([C@H](C)CO)C[C@@H]2C)cc1 | i
55 | COC(=O)c1c(=O)n(O)c2cc(Cl)c(Cl)cc2[n+]1[O-] | -2
56 | CC(C)(C)OC(=O)N1CCC[C@H]1/C=N/NC(=O)CCCCCCC(=O)NO | 0
57 | C[C@@H]1CN([C@@H](C)CO)C(=O)c2cccc(NC(=O)Nc3ccccc3)c2O[C@H]1CN(C)Cc1ccc(C(F)(F)F)cc1 | -347
58 | C[C@@H]1CCCCO[C@@H](CN(C)Cc2ccc3c(c2)OCO3)[C@@H](C)CN([C@@H](C)CO)C(=O)c2cc(NC(=O)c3ccncc3)ccc2O1 | 11
59 | C[C@H](CO)N1C[C@H](C)[C@@H](CN(C)C(=O)NC2CCCCC2)Oc2ccc(NC(=O)c3ccncc3)cc2CC1=O | -1
60 | C[C@@H]1CN([C@H](C)CO)C(=O)Cc2cc(NS(=O)(=O)c3cn(C)cn3)ccc2O[C@@H]1CN(C)Cc1ccccc1 | -4
61 | Cc1noc(C)c1S(=O)(=O)N(C)C[C@@H]1Oc2ccc(NC(=O)CCC(F)(F)F)cc2CC(=O)N([C@H](C)CO)C[C@H]1C | 2
62 | CNC[C@@H]1Oc2c(NC(=O)Nc3c(C)noc3C)cccc2C(=O)N([C@H](C)CO)C[C@H]1C | 2
63 | CNC[C@H]1OCc2cn(nn2)CCCC(=O)N([C@@H](C)CO)C[C@@H]1C | -7
64 | C[C@H](CO)N1C[C@H](C)[C@@H](CN(C)Cc2ccc(Cl)c(Cl)c2)Oc2c(NS(=O)(=O)c3cccs3)cccc2C1=O | 9
65 | O=C(C1=C[C@H](C2CCCCC2)C[C@H](OCc2ccc(CO)cc2)O1)N1CCN(Cc2ccc3c(c2)OCO3)CC1 | 2
66 | CC(C)NC(=O)Nc1ccc2c(c1)C(=O)N([C@@H](C)CO)C[C@H](C)[C@@H](CN(C)S(=O)(=O)c1ccc(Cl)cc1)O2 | 3
67 | COc1ccc(NC(=O)N(C)C[C@H]2OCCCC[C@H](C)Oc3ccc(NS(C)(=O)=O)cc3C(=O)N([C@@H](C)CO)C[C@H]2C)cc1 | 9
68 | Cc1noc(C)c1NC(=O)N(C)C[C@@H]1Oc2c(NC(=O)NC3CCCCC3)cccc2C(=O)N([C@@H](C)CO)C[C@@H]1C | -2
69 | CCC(=O)N(C)C[C@H]1Oc2ncc(C#CCc3ccccc3)cc2C(=O)N([C@@H](C)CO)C[C@@H]1C | -2
70 | C[C@@H]1CN([C@@H](C)CO)C(=O)Cc2cc(NS(=O)(=O)c3cn(C)cn3)ccc2O[C@@H]1CN(C)C(=O)NC1CCCCC1 | 2
71 | C[C@@H]1CN([C@H](C)CO)C(=O)c2cc(C#CC3CC3)cnc2O[C@H]1CN(C)C(=O)C1CCCCC1 | -3
72 | C[C@@H]1CN([C@H](C)CO)C(=O)c2cccc(NS(=O)(=O)c3cccs3)c2O[C@@H]1CN(C)S(=O)(=O)c1ccc(Cl)cc1 | 2

# Next section
no. | structure | NSD2 inh
73 | C[C@H]1CN([C@@H](C)CO)C(=O)c2cc(-c3ccc(C#N)cc3)cnc2O[C@@H]1CN(C)C(=O)CC1CC1 | 1
74 | C[C@@H]1CN([C@@H](C)CO)S(=O)(=O)c2ccc(-c3cncnc3)cc2O[C@@H]1CN(C)C(=O)Cc1ccccc1 | 1
75 | CC(OC(=O)c1cccc(O)c1)C(=O)O (stereo not drawn) | -2
76 | Cc1ccc(S(=O)(=O)Nc2ccc3c(c2)C(=O)N([C@H](C)CO)C[C@@H](C)[C@H](CN(C)C)O3)cc1 | 8
77 | CS(=O)(=O)Nc1ccc2c(c1)[C@@H]1C[C@H](CC(=O)N3CCCCC3)O[C@H](CO)[C@@H]1O2 | -2
78 | COc1ccc(CN(C)C[C@@H]2OCCCC[C@H](C)Oc3ccc(NS(=O)(=O)c4ccc(OC)cc4)cc3C(=O)N([C@@H](C)CO)C[C@H]2C)cc1 | -8
79 | COCCOC(=O)N1C(=O)[C@@]2(c3cc(C#CC4=CCCCC4)ccc31)[C@H](c1ccccc1OCCO)N1[C@H](c3ccccc3)[C@H](c3ccccc3)OC(=O)[C@H]1[C@@H]2C(N)=O | -2
80 | Cc1noc(C)c1S(=O)(=O)Nc1ccc2c(c1)C(=O)N([C@@H](C)CO)C[C@H](C)[C@@H](CN(C)Cc1ccc(C(=O)Nc3ccccc3N)cc1)O2 | -2
